P. falciparum M17LAP – P. falciparum M17LAP inhibitors, primary screen, biochemical, fluorogenic H-Leu-NHMec substrate, 1536-well (AID 1619); actives 0.38% (n = 220,000); one-dose inhibition, % at 30 µM; IC50 in µM for titrated hits; recombinant M17LAP, H-Leu-NHMec fluorogenic kinetic assay; higher % means a stronger effect;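 active = compound inhibiting the enzyme by more than half at any dose during confirmatory dose-response retesting; inconclusive = strong single-dose inhibitors picked by rank but not retested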;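 note: plate controls were full reaction with DMSO carrier for no effect and no enzyme background for full effect; strong numbers were not always called active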
Ins promoter up – insulin promoter activators in MIN6 cells, imaging, high-content screening, mouse beta cells; MIN6 insulin promoter-GFP reporter; stronger effect = higher value; z-score at 5 µM; actives 0.3% (n = 190,000); AID 1625, 2009;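 active = z-score above 3 at 5 µM with at least 500 cells counted in the well; inconclusive = wells under 500 cells, flagged as cytotoxic or low count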
b-catenin transl – modulators of beta-catenin nuclear translocation, primary screen, imaging, HeLa cells, immunofluorescence, high-content; actives 0.3% (n = 190,000); nuclear translocation activity, % at 5 µM;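 active = nuclear translocation activity above 50% at 5 µM, with a well cell count of 50 or more; inconclusive = wells under 50 cells across six images, flagged as toxic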;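 note: per-cell ratio of nuclear to cytoplasmic median beta-catenin stain intensity; plate controls were DMSO negative control for no effect and GSK-3 inhibitor IX positive control for full effect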
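Test system: human HeLa cells, endogenous beta-catenin. Times: 24 h compound exposure, 37°C. Measured by: beta-catenin immunofluorescence imaging with DAPI.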
MT stabilizer – microtubule stabilizers in HeLa cells, primary screen, imaging, high-content imaging | % tubulin-high responders, % at 10 µM | HeLa tubulin immunostaining HCS, 24 h; share of cells brighter than vehicle mean+2SD | actives 0.83% (n = 200,000) | AID 2205, 2009;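 active = plate Z-score above 3 for both tubulin-high and condensed-nucleus cell shares, with cell loss under 80%, at 10 µM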;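 note: anti alpha tubulin signal scored within the nucleus-defined area of each cell; some results filed as inactive read as strong as hits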
Yfh1-depleted yeast – enhancers of respiration in Yfh1-depleted yeast, dose response, Friedreich's ataxia, plus single-dose screen (AID 1465). fold induction at 50 µM; hits with a dose series show EC50 in µM. actives 0.074% (n = 220,000). S. cerevisiae Yfh1-off respiration, WST-1 reduction, 72 h; higher fold induction means a stronger effect;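 active = fold induction of absorbance versus untreated yeast above a set limit, then at least 30% activation at any dose in follow-up; inconclusive = repeats straddling the limit, or above it without dose testing; inactive = fold induction below the set limit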;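 note: activators that raise dye reduction in frataxin-depleted yeast; strong numbers were not always called active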
NOD1 inhibition – NOD1 signaling inhibitors, primary screen, cell-based, luminescence, uHTS (AID 1578); NOD1-driven NF-kB luciferase reporter cells, luminescence; higher % means a stronger effect; inhibition, % at 4 µM; hits with a dose series show EC50 in µM; actives 1% (n = 290,000); in the data active = inhibition mostly above about 36%, no sharp cut-off; inactive = mostly below about 34%;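 note: HEK-293T reporter cells stimulated with the NOD1 agonist gamma-tri-DAP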
Autophagy mod – autophagy modulators in MEF cells, primary screen, imaging, high-content, MEF GFP-LC3 | AID 463193, 2010 | actives 0.98% (n = 190,000) | calls only at 10 µM (by protocol) | MEF GFP-LC3 puncta imaging; test concentration mostly 10 µM;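 active = percentage of spot-positive cells more than 3 SD above its plate mean, without a fluorescence outlier flag or 80% toxicity; inconclusive = no clear call, values can overlap the other calls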;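 note: spot-positive cell cutoff set from DMSO-treated cells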
Dynein transport – inhibitors of GR-EGFP nuclear translocation, primary screen, dynein cargo transport inhibitor project, imaging, high-content, 3617.4 mouse cells. actives 0.47% (n = 220,000). z-score, hits read low. AID 1381, 2008. test concentration mostly 20 µM; stimulated with dexamethasone, 1 µM; stronger effect = lower value;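 active = plate z-score of nuclear minus cytoplasmic receptor signal below a set negative limit, without overly bright fluorescence or cell loss, cut at about -3.5 in these data, passing the limit was not always enough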;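 note: z-score of nuclear minus cytoplasmic ring GR-EGFP intensity difference per well; some compounds called inactive have numbers as strong as hits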
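Buffer or medium: tet-free, stripped-serum medium; reagent: dexamethasone at 1.0 µM final, 30 min; incubation: 48 h induction, 1 h compound, 30 min dex at 37 °C; measured by: formaldehyde fixation, Hoechst nuclear stain, 10x automated fluorescence imaging; read-out: nuclear-to-cytoplasmic GR-EGFP distribution per well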
NOD2 inhibition – NOD2 signaling inhibitors, cell-based, luminescence, uHTS, HEK293 (AID 1566); actives 0.63% (n = 290,000); HEK293 NOD2/NF-kB luciferase reporter, luminescence; higher % means a stronger effect; one-dose inhibition, % at 4 µM; EC50 in µM for titrated hits; in the data active = inhibition above about 50%; note: many of its hits are not listed in these tables
Dynein transport cytoplasmic EGFP – further read-out of Dynein transport, marked with its call; z-score; measured here: cytoplasmic GR-EGFP intensity; stronger effect = higher value
Dynein transport nuclear GR-EGFP – recorded beside Dynein transport, whose call it bears; z-score; measured here: nuclear GR-EGFP intensity;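 lower value marks the stronger effect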
Dynein transport cell count – recorded beside Dynein transport, whose call it bears; z-score; measured here: cell count per field
Ins promoter up cell count – recorded beside Ins promoter up, whose call it bears; cell count; measured here: cytotoxicity, nuclei count;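 total cells summed across four imaged fields per well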
b-catenin transl cell count 5 µM – also measured in b-catenin transl; calls as there; cell count; measured here: cell count, cytotoxicity flag
MT stabilizer Hoechst-high % – further read-out of MT stabilizer, marked with its call; % Hoechst-high responders; measured here: nuclear condensation Hoechst responders;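 share of cells brighter than vehicle mean plus two SD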
MT stabilizer cytotoxicity % – also measured in MT stabilizer; calls as there; toxicity, %; measured here: cytotoxicity by cell density;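 0% = mean cell density of plate MIN control wells and 100% = no cells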
Autophagy mod cell loss 18 h – recorded beside Autophagy mod, whose call it bears; toxicity, %; measured here: cell loss, nuclei count;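 cell loss after 18 h compound exposure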
Numbers without * were called inactive; i = inactive; ? = inconclusive; / = no result given. These rows are one share of the data, so the mix of outcomes need not match the whole.

SMILES	P. falciparum M17LAP	Ins promoter up	Ins promoter up cell count	b-catenin transl	b-catenin transl cell count 5 µM	MT stabilizer	MT stabilizer Hoechst-high %	MT stabilizer cytotoxicity %	Yfh1-depleted yeast	NOD1 inhibition	Autophagy mod	Autophagy mod cell loss 18 h	Dynein transport	Dynein transport cytoplasmic EGFP	Dynein transport nuclear GR-EGFP	Dynein transport cell count	NOD2 inhibition
Cn1cccc1CNC(=S)Nc1ccccc1Cl	0.6%	0.93	1193	1.4	1051	4.4	2.0	10.8	i	-16.8%	i	-4.1	-0.375	-0.22	-0.0553	0.115	-16.0%
COc1cc2cc(C(=O)O)[nH]c2c(OC)c1OC	-1.5%	/	/	/	/	1.6	1.3	6.5	i	-13.0%	i	2.3	0.0624	0.207	-0.203	0.466	4.7%
COc1ccc(C2CC(c3cccs3)=NN2C(=O)c2ccco2)cc1OC (stereo not given)	0.8%	/	/	2.2	1239	/	/	/	i	-14.2%	/	/	0.293	-0.232	0.157	-0.598	18.7%
Fc1ccc(/C=N/NC(=S)Nc2cccnc2)cc1	16.9%	-0.53	951	1.1	908	3.0	3.4	7.7	i	11.1%	i	16.1	-1.04	-0.225	-0.914	0.977	-4.8%
COCCNC(=O)[C@@]1(Cc2ccccc2)C=C[C@@H](C)N1C(C)=O	9.9%	-0.07	957	/	/	5.3	4.0	3.1	i	42.7%	i	-11.1	1.11	-0.274	0.823	0.107	-17.3%
O=C(c1ccc2c(c1)OCCO2)C1CCN(S(=O)(=O)c2ccc(F)cc2)CC1	-7.7%	-0.64	1402	-5.4	1238	5.7	3.0	6.8	i	-38.3%	i	0.9	-0.659	-0.332	-0.327	0.572	12.1%
CCOC(=O)C1CN(S(=O)(=O)c2ccc(OC)cc2)c2cc(S(=O)(=O)CC)ccc2O1 (stereo not given)	14.2%	/	/	/	/	2.6	1.5	0.3	i	2.6%	i	-18.0	-0.522	-0.161	-0.448	-0.874	5.9%
CNC(=S)N/N=C/c1ccc(C(C)C)cc1	/	/	/	/	/	3.3	1.5	6.7	i	/	i	-23.4	0.773	-0.212	0.0804	-0.799	/
COc1cccc(Nc2nnc(SCC3CCCCO3)s2)c1 (stereo not given)	18.1%	0.73	1360	-1.0	1073	4.5	2.6	4.0	i	-31.4%	i	7.6	-0.406	-0.337	-0.617	-0.356	-26.1%
CCC1CCC(NC(=O)Nc2cccc(OC)c2)CC1 (stereo not given)	22.9%	0.03	1453	1.2	1011	2.8	2.2	8.7	i	-49.6%	i	6.0	-0.58	-0.255	-0.244	0.934	-67.6%
O=c1oc2ccccc2c(O)c1C=Nc1cccnc1	16.8%	-0.08	1489	-4.3	1107	1.6	1.6	12.2	i	-36.3%	i	2.1	-0.663	-0.112	-0.155	-0.0436	9.8%
COc1cccc(NC(=O)N(Cc2cc3cc(C)cc(C)c3[nH]c2=O)CC2COCCO2)c1 (stereo not given)	-3.0%	-1.88	1241	-2.6	1170	1.6	1.0	11.5	i	-7.3%	i	-1.4	-0.132	0.0456	0.0308	0.0796	1.8%
CCCCCCC1CCC(c2nc(-c3ccncc3)no2)CC1 (stereo not given)	-1.4%	-0.1	966	/	/	1.1	0.8	6.5	i	1.1%	i	-4.7	-0.371	-0.405	-0.0127	0.000664	8.5%
COc1ccc(NC(=O)N(CCCN(C)C)Cc2cc3cc(OC)ccc3[nH]c2=O)cc1	7.0%	0.12	1148	-1.5	493	3.9	3.3	8.2	i	25.7%	i	5.7	-0.267	0.0976	0.879	-0.52	10.6%
COc1ccc(Cn2c(=O)n(Cc3ccco3)c(=N)c3c4c(sc32)COC(C)(C)C4)cc1	-2.5%	-1.02	1140	-2.9	946	5.4	4.6	6.3	i	18.1%	i	17.9	0.0659	-0.243	0.619	-0.146	2.5%
O=C(CCCc1cccs1)N1CCN(S(=O)(=O)c2ccccc2Br)CC1	1.4%	-0.63	1186	-2.3	1015	2.2	2.1	8.3	/	-3.3%	i	13.8	1.64	-0.113	1.89	-1.99	9.8%
CN(C)c1ccc(C(=O)/C=C/c2ccco2)cc1	15.9%	/	/	0.2	939	2.8	1.8	3.5	i	-27.1%	i	10.5	0.0816	-0.127	0.221	0.107	-52.4%
CCOC(=O)N1CCN(C(=O)CSc2ccc(-c3ccncc3)nn2)CC1	20.1%	-1.11	1252	2.0	1039	2.6	2.5	5.1	i	-8.9%	i	-2.4	0.469	0.0649	0.216	0.29	12.7%
COc1cccc(CN2CCN(Cc3cccn3-c3cccnc3)CC2CCO)c1 (stereo not given)	-2.7%	-0.14	1133	0.4	1575	1.5	2.1	4.4	i	-29.7%	i	1.2	-0.8	-0.179	-0.472	0.127	10.4%
COC(=O)c1c(NC(=O)CSc2ncnc3[nH]ncc23)sc2c1CCC2	33.0%	-0.77	1312	-1.6	1087	2.6	2.5	8.8	i	-5.6%	i	-4.2	-0.639	-0.229	-0.391	0.893	30.3%
O=C(NC(=S)Nc1ccc(Cc2ccncc2)cc1)c1ccc(F)cc1	0.3%	0.63	1194	-1.8	1088	2.6	4.4	6.7	i	0.1%	i	8.0	-0.0901	-0.16	0.283	0.258	-2.8%
CCN(C(C)=O)c1ccc(Oc2nc(OC)cc(OC)n2)cc1	-3.0%	-0.08	1320	-1.0	1086	3.2	2.3	7.7	i	1.1%	i	-11.0	0.316	-0.203	0.448	-0.742	8.1%
Cc1cc(SCc2ccccc2)nc(=O)[nH]1	6.6%	1.37	1477	5.8	1337	2.6	2.0	7.8	i	-14.2%	i	-0.2	0.535	-0.216	0.428	-0.209	-0.3%
COc1cc(C(=O)Nc2cc(Cl)ccc2C)c(-n2cnnn2)cc1OC	-3.5%	-0.18	1208	-0.9	1113	1.8	1.2	3.1	i	/	i	-3.7	-0.451	-0.142	0.0313	-0.123	0.4%
CCCOc1ccc(C(=O)CCN2CCN(C(=O)OCC)CC2)cc1	-4.5%	/	/	-2.9	550	1.7	1.1	4.3	i	2.0%	i	-27.9	-4.11*	0.499*	-1.77*	0.474*	11.7%
C=CCn1c2ccccc2c2nnc(SCCCn3c(=O)[nH]c4ccccc43)nc21	-3.0%	1.75	1855	-5.4	1152	4.6	1.8	0.5	i	60.9%*	i	2.2	-0.207	-0.21	-0.115	-0.0319	17.8%
Cc1ccc(OCCCC(=O)Nc2nnc(C3CCCO3)s2)c(C)c1 (stereo not given)	/	-0.42	1639	-0.9	1036	1.4	1.8	7.5	i	-15.4%	i	-6.6	-0.025	-0.317	0.501	0.832	-2.1%
Cc1ccc(S(=O)(=O)NCC(=O)OCC(=O)N2N=C(c3ccc(Cl)cc3)CC2c2ccco2)cc1C (stereo not given)	10.2%	0.66	1434	-5.5	631	2.4	2.2	8.0	i	-24.9%	i	9.6	-0.323	-0.25	-0.45	0.255	6.2%
CCOc1ccc(C(=O)N2CCN(c3cccc(C)c3C)CC2)cc1	4.0%	-0.12	1273	2.0	1193	5.2	2.1	5.7	i	3.5%	i	10.2	-0.259	-0.165	0.185	-0.677	2.0%
Cc1cccc(Nc2nnc(SCC(=O)Nc3cccc(S(=O)(=O)N4CCCCC4)c3)s2)c1	33.5%	-0.41	1280	2.6	1069	3.5	1.3	9.4	i	-38.6%	i	7.2	-0.654	-0.229	-0.531	1.55	-58.5%
NS(=O)(=O)c1ccc(-n2ncc3c(=O)[nH]c(SCC(=O)Nc4nccs4)nc32)cc1	11.7%	0.59	1358	-2.2	535	2.4	1.2	8.3	i	-15.2%	i	-45.2	-0.313	-0.182	0.501	0.298	17.2%
O=[N+]([O-])c1ccc(NC(=S)NCC(c2cccnc2)N2CCOCC2)cc1 (stereo not given)	21.0%	-0.76	1029	-0.6	1091	2.4	2.8	5.5	i	-23.2%	i	3.0	-0.777	-0.334	-0.319	0.74	-1.2%
COc1ccc(/C=N/NC(=O)c2ccncc2)cc1COc1ccc(NC(C)=O)cc1	4.6%	-0.63	1367	0.9	1303	/	/	/	i	3.9%	/	/	1.03	-0.295	0.353	-0.508	22.4%
CCn1c(/C=C/c2ccc([N+](=O)[O-])o2)nc2ccccc2c1=O	2.2%	?	/	7.9	1075	3.6	1.9	13.1	i	52.3%	i	76.4	0.486	0.802	-0.157	-1.67	0.8%
CCN(CC)C(=O)N1CCc2ccccc21	1.1%	0.29	1469	1.1	1490	2.0	1.4	5.6	i	-14.1%	i	-30.5	0.403	-0.286	0.379	0.0251	8.0%
Clc1ccc(OCc2nn3c(-c4ccco4)nnc3s2)cc1	4.2%	0.78	973	-2.7	1222	4.9	4.3	7.0	i	-1.7%	i	-3.8	-1.43	-0.34	-1.04	0.384	-4.5%
COc1ccc(CCNC(=O)C(=O)NCC2CCCO2)cc1 (stereo not given)	10.8%	0	1160	4.1	944	3.8	2.3	3.6	i	-2.3%	i	1.6	0.494	-0.178	0.27	0.319	4.5%
CN(C)S(=O)(=O)c1ccc2nnn(O)c2c1	-0.1%	0.43	1179	-1.2	1112	3.2	3.2	9.6	i	-20.7%	i	16.4	0.65	-0.199	0.21	0.145	5.8%
